# Source: PubChem BioAssay (several laboratories)
# SR-BI DiI-HDL act = activators of SR-BI mediated HDL lipid uptake; hit rate 0.096% among 320,000; AID 504775; CHO ldlA[mSR-BI] cells, DiI-HDL uptake fluorescence, 3 h; 100 = double the neutral-control signal; activation, % at 12.5 µM;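 active = mean replicate activation of at least 60% and every replicate at or above 60%; inconclusive = mean or all-replicate condition met, but not both; inactive = mean below 60% and not all replicates reaching 60%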;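 also: 0% = median plate neutral-control signal and 100% = twice that signal; values of inactives mirror those of a sister screen read the other way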
#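 material = CHO ldlA[mSR-BI] cells | medium = Ham's F12 with 0.5% BSA, HEPES 25 mM, pH 7.4 | reagent = fluorescent DiI-HDL, 10 µg/mL final | compound dosing = single-point compound dose | incubation = 3 h, 37 °C | measured by = bottom-read fluorescence, 550/595 nm | measure = HDL uptake via cellular fluorescence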
# PvdQ acylase = P. aeruginosa PvdQ acylase inhibition; AID 488965; hit rate 0.063% among 340,000; inhibition, % at 10 µM; purified PvdQ acylase, fluorescence plate reader; in the data active = inhibition above about 30%, passing the limit was not always enough; inconclusive = no clear call, values can overlap the other calls;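 also: 0% = vehicle neutral wells and 100% = reference inhibitor wells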
# HTR5A ag ctr = counter-screen for OPRM1-OPRD1 agonists: human HTR5A agonism; hit rate 0.61% among 340,000; P47898; HTR5A agonist assay, luminescence, cell-based; activation, % at 9.3 µM; in the data active = activation mostly above about 9.5%, no sharp cut-off; inactive = mostly below about 7.6%;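 also: 0% = cells with vehicle only and 100% = reference agonist; strong numbers were not always called active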
# Target sequence (P47898 whole entry, looked up): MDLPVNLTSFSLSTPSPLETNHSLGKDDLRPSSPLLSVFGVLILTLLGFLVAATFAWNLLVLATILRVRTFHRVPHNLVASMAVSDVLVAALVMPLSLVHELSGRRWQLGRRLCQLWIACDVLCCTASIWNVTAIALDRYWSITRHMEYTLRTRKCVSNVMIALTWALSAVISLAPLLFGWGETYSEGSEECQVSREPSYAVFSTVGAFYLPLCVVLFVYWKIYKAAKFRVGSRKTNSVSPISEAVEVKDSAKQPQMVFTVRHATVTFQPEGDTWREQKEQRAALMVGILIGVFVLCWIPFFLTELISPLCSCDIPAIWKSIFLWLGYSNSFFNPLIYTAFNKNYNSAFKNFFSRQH
# Wnt bcat act = activates Wnt/beta-catenin signaling in a reporter cell assay | AID 743398 | activator, plate reader | hit rate 1.2% among 300,000 | activation, % at 9.35 µM; in the data active = activation above about 30%, passing the limit was not always enough; inconclusive = no clear call, values can overlap the other calls;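 also: 0% = neutral control wells and 100% = positive control wells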
# MITF TRPM1 HTS = activators of MITF-driven TRPM1 promoter activity in SK-MEL-5 cells; SK-MEL-5 TRPM1-promoter luciferase, 24 h; % of positive control, neutral wells = 0; AID 588334; activation, % at 12.5 µM; hit rate 0.75% among 300,000;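 active = mean activation of at least 80% with every replicate also reaching 80%; inconclusive = mean reaches 80% but some replicate falls short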;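 also: 0% = neutral control wells and 100% = parthenolide positive control wells; values of inactives mirror those of a sister screen read the other way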
# RTF Ca sens act = cardiac RTF calcium sensitization. P19429+P45379. IANBD-labeled TnC RTF fluorescence at EC20 calcium; 0% EC20 calcium, 100% full calcium. activation, % at 7.2 µM. hit rate 0.24% among 340,000. AID 493008;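 active = activation above the mean over all tested compounds plus 3 SD, cut at about 30% in these data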;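 also: rise in fluorescence read as greater calcium sensitivity of cardiac thin filaments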
# dFosB activator = mouse delta FosB homodimer activation. purified delta FosB, TAMRA-CDK5 oligo fluorescence polarization; percent of positive-control signal above neutral wells. activation, % at 25 µM. hit rate 0.99% among 340,000. AID 493131;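 active = mean activation above about 17%, with every replicate also reaching it, limit read from the data, passing the limit was not always enough; inconclusive = only one of the two conditions met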;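 also: fluorescence polarization rise as delta FosB binds a TAMRA Cdk5 AP-1 oligo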
# SR-BI DiI inh = blocks mouse SR-BI lipid uptake from DiI-HDL; hit rate 0.96% among 320,000; Q61009; AID 488896; inhibition, % at 12.5 µM; ldlA[mSR-BI] CHO cells, DiI-HDL uptake fluorescence, 3 h;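 active = mean replicate inhibition of at least 70% and a set share of replicates each scoring 70 or more; inconclusive = meets just one of the two criteria; inactive = fails both criteria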;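 also: 0% = median of neutral control wells and 100% = median of positive control wells; values of inactives mirror those of a sister screen read the other way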
# Target sequence (Q61009 whole entry, looked up): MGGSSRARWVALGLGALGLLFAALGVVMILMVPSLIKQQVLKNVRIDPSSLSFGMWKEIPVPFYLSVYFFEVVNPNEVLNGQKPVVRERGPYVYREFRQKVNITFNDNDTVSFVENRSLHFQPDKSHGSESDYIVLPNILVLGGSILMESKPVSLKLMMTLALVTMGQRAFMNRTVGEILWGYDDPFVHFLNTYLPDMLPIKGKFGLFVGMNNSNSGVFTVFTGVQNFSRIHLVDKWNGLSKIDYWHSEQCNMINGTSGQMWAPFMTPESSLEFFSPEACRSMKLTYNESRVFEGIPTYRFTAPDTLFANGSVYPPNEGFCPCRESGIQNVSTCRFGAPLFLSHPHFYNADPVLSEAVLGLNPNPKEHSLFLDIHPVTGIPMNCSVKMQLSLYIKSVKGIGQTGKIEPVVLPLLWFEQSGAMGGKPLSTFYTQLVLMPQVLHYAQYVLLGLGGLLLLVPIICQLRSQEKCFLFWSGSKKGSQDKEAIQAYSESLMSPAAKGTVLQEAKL
# Rtt109 Vps75 = inhibitors of Candida albicans Rtt109/Vps75 histone acetyltransferase; Q5AAJ8; purified Rtt109/Vps75, ThioGlo CoA-SH fluorescence, 4 h; inhibition, % at 34.9 µM; hit rate 0.16% among 330,000;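 active = inhibition of at least 50% in every replicate; inconclusive = best replicate reaches 50% inhibition but some replicates fall short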
# CDK5 inh = blocks human CDK5/p35 kinase activity; Recombinant CDK5/p35, ADP-Glo luminescence, 60 min; inhibition, % at 10 µM; hit rate 0.01% among 330,000;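 active = highest replicate inhibition of at least 50% and at least 75% of replicates reaching 50%; inconclusive = only one of the two criteria met; inactive = both criteria failed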;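 also: plate controls were DMSO neutral control for no effect and GW8510 at 10 µM for full effect; many of its hits are not listed in these tables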
# An asterisk follows results filed as active; ? = inconclusive; . = not tested or not shown; & = joins results of further samples.
no.	smiles	PvdQ acylase	HTR5A ag ctr	dFosB activator	Wnt bcat act	SR-BI DiI-HDL act	Rtt109 Vps75	MITF TRPM1 HTS	RTF Ca sens act	CDK5 inh	SR-BI DiI inh
1	BrC(=C\c1ccccc1)/C=N/N1CCN(Cc2ccccc2)CC1	-12	-4	-9	.	13	3	9	6	-0.1	-13
2	CNC(=S)N(Cc1ccco1)Cc1cc2cc(OC)ccc2[nH]c1=O	-2	-4	6	1	9	-4	-4	-2	0.2	-9
3	O=c1nc2sc3ccccc3n2c(=O)n1-c1ccc(Cl)cc1	-4	-4	6	13	11	4	114*	-4	0.8	4
4	S=C(c1cccs1)N1CCN(c2ccccc2)CC1	4	-1	10	0	4	-4	0	-8	0.6	-4
5	COC(=O)c1c(NC(=O)c2c(OC)cccc2OC)sc2c1C(C(=O)OC)CC2 (stereo unspecified)	3	4	-3	-1	-59	6	9	-3	1.4	59
6	Cc1cccc(NC(=O)CNC(=O)c2cccc(S(=O)(=O)NCc3cccs3)c2)c1C	-6	7	-3	-2	-30	2	9	-3	-1.2	30
7	O=[N+]([O-])c1ccc(/C=N/Nc2cc(Cl)nc(-c3ccccc3)n2)cc1	-7	-1	6	21	-6	-4	-8	-2	0.5	6
8	COCCNc1nnc(SCC(=O)c2c[nH]c3ccccc23)s1	-2	2	1	.	-33	-8	-14	5	1.2	33
9	CCC(C(=O)OCCN(CC)CC)c1ccccc1 (stereo unspecified)	-4	0	10	-5	31	5	1	6	0.5	-3
10	O=C(O)c1ccc(Nc2nc3ccccc3nc2NS(=O)(=O)c2cccs2)cc1	8	4	10	0	13	16	6	-5	-0.6	-13
11	CCOC(=O)c1c(S(=O)(=O)Nc2ccc(C)c(F)c2)c(C)n(C)c1C	-14	-4	-9	-2	1	0	-8	-3	-0.4	-1
12	Cc1nc(C(=O)NCc2ccccc2)sc1C1(C)CC(c2cccc([N+](=O)[O-])c2)=NO1 (stereo unspecified)	-3	4	-1	2	-39	-3	-14	-2	-0.7	39
13	C=CCSc1nc(=O)n2ccc(C)cc2n1	5	3	-4	22	-27	-2	23	-3	-1.4	27
14	CCCCOC(=O)Nc1nnc(SCCOc2ccc(C)cc2)s1	4	-3	-6	4	-2	.	15	-3	-3.2	2
15	CCN(CC)C(=O)CSc1nc2c(sc(=S)n2Cc2ccco2)c(=O)n1-c1ccccc1	-4	0	-6	-7	-8	11	9	2	0.5	8
16	C=C(C)c1cccc(C(C)(C)NC(=O)NC2CC(C)(C)NC(C)(C)C2)c1	-20	2	-2	-4	23	.	5	2	0.6	-23
17	CCOC(=O)c1ccc(NC(=O)c2ccco2)cc1	?	-6	-2	21	.	-26	75	6	0.3	.
18	Cc1ccc(CNC(=O)C(=O)NCCC2CCCCN2S(=O)(=O)c2cccs2)cc1 (stereo unspecified)	4	2	-9	-5	-6	11	-12	-1	-2.1	6
19	O=C(Nc1ccc(C(=O)N2CCOCC2)cc1)c1cccc(Br)c1	-9	0	-3	4	21	-5	22	-5	-2.4	-21
20	Cc1ccc(-c2nc(N3CCN(C)CC3)c3ccccc3n2)cc1	3	4	-24	-1	-31	29	.	0	1.3	31
21	O=C(OCCCc1cc2ccccc2c(=O)o1)c1ccc(F)cc1	-8	2	-2	-2	?	5	-2	-4	-3.5	-88
22	CC(C)(C)c1ccc(OCC(=O)N(Cc2cccs2)C2CCS(=O)(=O)C2)cc1 (stereo unspecified)	-3	4	0	-4	-7	6	0	-1	-0.5	7
23	C/C(NCc1cccnc1)=C(\C#N)C(=O)NCc1ccccc1	-6	6	2	.	-2	-21	4	3	0.5	2
24	O=C(N/N=C/c1ccccc1Cl)c1nc2ccc([N+](=O)[O-])cc2c(=O)[nH]1	-9	-4	1	3	-14	.	6	-7	-0.2	14
25	CCOc1ccc(NC(=O)COC(=O)c2cc(=O)c3ccccc3o2)cc1	-8	1	-4	-1	17	4	-4	0	-0.1	-17
26	CC(=O)N(CC1CCCO1)C1(C(=O)NC2CCCC2)CCCCC1 (stereo unspecified)	5	1	-16	.	2	-23	4	-1	1.0	-2
27	COc1ccc(C(=O)NC(=S)NC2CCSC2=O)cc1 (stereo unspecified)	-8	4	-2	.	-3	1	10	5	-0.1	3
28	Cc1cc(C(=O)COC(=O)c2ccc(N)cc2)c(C)n1-c1c(C)n(C)n(-c2ccccc2)c1=O	-14	1	-2	.	1	-17	13	-3	0.8	-1
29	CC(=O)Nc1ccc(NC(=O)COc2ccc(-c3ccccc3)cc2)cc1	-8	-2	15	0	.	-4	10	5	-1.7	3
30	C=CCN1CCN(C(CC(C)C)c2nnnn2CCOC)CC1 (stereo unspecified)	-8	6	1	.	21	12	5	0	0.2	-21
31	N=c1c2c(-c3ccccc3)c(-c3ccccc3)oc2ncn1CCN1CCOCC1	2	5	-4	2	13	-21	.	-2	2.9	-13
32	COc1ccc(NC(=O)C(=O)N2N=C(C(C)C)CC2(O)C(F)(F)F)cc1 (stereo unspecified)	-7	1	1	-2	-15	-3	-5	15	-1.4	15
33	COc1ccc(/C=C/CN2CCC(CO)(Cc3ccccc3Cl)CC2)cc1	-14	7	0	-2	15	7	3	2	-0.1	-15
34	Cc1ccc(S(=O)(=O)N(C)CC(=O)N2CCN(c3ccccn3)CC2)cc1	-6	-1	-3	-1	-16	4	.	5	-1.4	16
35	CCNc1nc(Oc2ccc(C(=O)OC)cc2)nc(N(C)C)n1	0	0	6	.	-32	-9	5	-2	0.0	32
36	CCCCN(C)CCN1C(=O)C2C(C(=O)Nc3ccc(OC)cc3)C3C=CC2(O3)C1C(=O)NC1CCCCC1 (stereo unspecified)	10	-2	-15	0	-6	14	15	-4	-0.9	6
37	CCC1(CC)Cc2ccccc2-c2nc(CCl)[nH]c(=O)c21	-8	3	-7	-3	8	-1	.	-3	-1.5	-8
38	CCOc1ccc(NS(=O)(=O)c2ccc(C(=O)N(C)CC(=O)Nc3ccc(OC)cc3)cc2)cc1	13	0	-4	0	-22	13	7	5	2.1	22
39	O=C(c1ccc(Cn2cc(Br)cn2)o1)n1cccn1	7	-5	-10	-1	22	-5	2	-6	1.1	-22
40	CCCC(=O)Nc1ccc(C(=O)N/N=C/c2ccc([N+](=O)[O-])o2)cc1	-11	5	-6	3	6	-11	-19	5	0.9	-6
41	CC1CCCCC1NC(=O)COn1nnc2ccc(Cl)cc21 (stereo unspecified)	-11	-2	2	.	7	0	11	-1	-1.0	-7
42	CCOC(=O)c1cc2c(nc1N)CC(C)(CC)OC2 (stereo unspecified)	7	0	-7	7	6	13	?	-7	-0.2	1
43	O=C(NC1CCCCC1)N(Cc1nc2ccccc2c(=O)[nH]1)C1CCCC1	-2	-2	-7	2	-1	10	1	2	1.2	1
44	COc1ccc(C(=O)OCC[N+]2(C)CCCCC2)cc1	-19	-2	0	0	20	-10	0	-2	1.0	-20
45	COc1ccc(CC(=O)Nc2ccc3nc(SC)sc3c2)cc1OC	-14	5	-3	-2	-3	-6	3	5	-1.0	3
46	CC1CCN(Cc2cc(=O)oc3cc(O)c(Cl)cc23)CC1	-1	-4	-4	1	?	5	-1	-1	-0.4	-62
47	C=CCn1cc(CN2CCC(C(=O)Nc3cccc(-c4cccc(Cl)c4)c3)CC2)c(C)n1	-10	0	-23	-4	-3	-4	-77	-7	0.1	3
48	CCOc1ccc(N2C(=O)CC(N(CCc3ccc(OC)cc3)C(=O)/C=C/C(=O)O)C2=O)cc1 (stereo unspecified)	3	4	-1	0	0	4	-3	0	0.6	0
49	CC1CCN(S(=O)(=O)c2nnc(NC(=O)COc3ccccc3)s2)CC1	2	2	4	-1	-2	-4	0	-1	1.4	2
50	COc1ccc(CC2(C)OC(c3ccccc3)=NN2C(C)=O)cc1 (stereo unspecified)	-11	-4	3	.	21	-7	-9	4	-2.2	-21

# Continued:
no.	smiles	PvdQ acylase	HTR5A ag ctr	dFosB activator	Wnt bcat act	SR-BI DiI-HDL act	Rtt109 Vps75	MITF TRPM1 HTS	RTF Ca sens act	CDK5 inh	SR-BI DiI inh
51	CC1CCc2c(sc3ncnc(NS(=O)(=O)c4cccs4)c23)C1 (stereo unspecified)	-7	-5	-7	19	-3	-11	-2	4	0.6	3
52	CCN1CCN=C1Nc1ccccc1	-6	-3	-3	-3	4	-6	7	5	-5.7	-4
53	CCc1cc2c(SCC(=O)NC(=O)c3cccn3C)ncnc2s1	0	-4	-7	-2	1	-3	3	11	-2.5	-1
54	CCOc1ccccc1N(CC(=O)Nc1ccc(C)cc1)S(C)(=O)=O	-3	4	2	.	10	-12	6	-8	-1.3	-10
55	Cc1c(C(=O)OC(C)C)sc(NC(=O)c2cnccn2)c1C(=O)OC(C)C	5	1	-2	11	.	2	-9	-2	1.8	.
56	COc1ccc(N=C(N)N=C(N)N)c(OC)c1	-25	3	-5	.	9	0	-1	17	-2.2	-9
57	Cc1ccnc(Nc2nc(-c3c(C)nc4sccn34)cs2)c1	-8	14	0	.	-62	-6	.	-3	0.1	62
58	O=P(c1ccccc1)(c1ccccc1)c1nc(-c2ccc(Cl)cc2)oc1N1CCOCC1	-8	5	2	-2&-17	-30	12	-6	1	-3.7	30
59	O=C(CS(=O)c1ccc(C(F)(F)F)cc1[N+](=O)[O-])Oc1ccccc1 (stereo unspecified)	-6	11	-3	25	17	7	-87	7	-1.1	-17
60	COc1ccc(NC(=O)C2CCN(S(=O)(=O)c3c(C)noc3C)CC2)cc1	-14	-4	-7	-3	-4	-4	1	-1	-0.3	4
61	Cc1cc(NC(=O)CSc2nccn2C)no1	2	7	5	.	18	.	4	-5	-0.4	-18
62	C(=N\Nc1nc(N2CCCC2)nc(N2CCCC2)n1)/c1ccccc1OCc1ccccc1	-3	-3	0	1	-51	3	18	5	-1.3	51
63	CCc1nc(SCCO)c2oc3ccccc3c2n1	-3	-6	-18	.	18	-3	11	-2	0.2	-18
64	O=C(c1nc2ccccn2c1CNCCOc1cccnc1)N1CCOCC1	7	-1	5	0	10	3	-8	0	-1.9	-10
65	O=C(NC1CCCC1)c1cc(-c2ccccc2O)on1	-1	0	-2	2	8	2	106*	-1	-0.1	-8
66	CCC1(Cc2ccccc2)NC(=O)c2ccccc2O1 (stereo unspecified)	-4	.	-1	0	21	-1	6	.	0.0	-21
67	Cc1ccc(-n2nnnc2-c2cnn(-c3ccc(F)cc3)c2C(F)(F)F)cc1	-7	0	-7	-8	-48	.	.	2	-0.3	48
68	O=C(C[n+]1ccc(-c2nnc3n2CCC3)cc1)c1ccc(Cl)c(Cl)c1	-15	-2	-5	-1	34	3	-8	-5	0.0	-34
69	CN(Cc1ccccc1)C(=O)c1[nH]cnc1C(=O)NCC(=O)OC(C)(C)C	-5	3	0	-2	35	-18	1	5	-0.5	-35
